Source: PubChem (several laboratories)
PLAP inhibitors HTS: PLAP enzyme inhibitors, biochemical, luminescence, HTS (AID 690); Alkaline phosphatase, placental type (Homo sapiens); purified PLAP, luminescent substrate; higher % means a stronger effect; inhibition, % at 20 µM; hits with a dose series show IC50 in µM; hit rate 0.08% among 96,000; in the data active means a potency from the dose series; inactive means the rest, 99 in 100 with inhibition below about 30%; further: strong numbers were not always called active
MRP reversal: reversal of MRP1-mediated doxorubicin resistance, primary screen, H69AR cells, doxorubicin co-treatment; H69AR cells + 2 uM doxorubicin, CellTiter-Glo, 72 h; differential viability (reversal), % at 10 µM; hit rate 0.04% among 85,000; AID 602, 2007;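 active means viability drop by adding the cancer drug above about 55%, with treated viability meeting a 40% cutoff, limit read from the data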;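 further: viability without doxorubicin minus viability with 2 µM doxorubicin for each compound; larger differential means the compound sensitizes cells more to doxorubicin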
IL1B NFkB pot: enhancers of NFkB p65 translocation in HUVEC – imaging, IL-1B stimulus, high-content imaging, primary screen | HUVEC IL-1B NFkB p65 nuclear translocation imaging | activation, % at 2 µM | hit rate 0.3% among 94,000;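 active means activation above 40%, about the mean plus 3 SD, also judged a hit on visual image review; inconclusive means activation above 40% but not a hit on visual review; inactive means activation not above 40% and no visual hit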;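 further: percent activation is computed from the nuclear over cytoplasmic p65 intensity ratio; values of inactives mirror those of a sister screen read the other way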
Bcl-B displacement: displacers of TR3 peptide from Bcl-B, primary screen, selectivity assay for Bfl-1 inhibitor project, biochemical, fluorescence polarization; AID 748, 2007; FP displacement of FITC-TR3 peptide from Bcl-B; higher % means a stronger effect; Bcl-2-like protein 10 (Homo sapiens); one-dose displacement, % at 20 µM; IC50 in µM for titrated hits; hit rate 0.11% among 96,000;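 active means displacement above 50% at 20 µM plus a fluorescence interference ratio under 1.5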;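 further: plate controls were wells without compound for no effect and wells lacking Bcl-B protein for full effect; a part of the inactive calls stands beside numbers as strong as those of hits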
NFkB transloc inh: inhibitors of IL-1B driven NFkB p65 nuclear import, primary screen, imaging, HUVEC, IL-1B stimulus, high-content imaging; HUVEC IL-1B NFkB p65 nuclear translocation imaging; inhibition, % at 2 µM; AID 796, 2007; hit rate 0.43% among 94,000;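 active means inhibition above about 30% together with a positive call from visual inspection of the well image, limit read from the data; inconclusive means inhibition above a set limit but visual check negative; inactive means inhibition not above a set limit, visual check negative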;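 further: nuclear over cytoplasmic p65 intensity ratio measured by imaging; 0% = IL-1B stimulated DMSO wells and 100% = unstimulated DMSO wells; values of inactives mirror those of a sister screen read the other way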
MRP reversal cytotoxicity: also measured in MRP reversal; calls as there; viability, %; H69AR cells, CellTiter-Glo, 72 h; measured here: cytotoxicity without doxorubicin
MRP reversal with doxorubicin: also measured in MRP reversal; calls as there; viability, %; measured here: viability with 2 uM doxorubicin; active compounds read low
NFkB transloc inh cell count 2 µM: second read-out of NFkB transloc inh, no call of its own (marks repeat the call); cell count; measured here: cells passing quality filter;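 raw number of nuclei counted in each imaged well without normalization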
IL1B NFkB pot cell count 2 µM: second read-out of IL1B NFkB pot, no call of its own (marks repeat the call); cell count; measured here: cells passing quality filter
* = called active by the depositor; ? = inconclusive; . = no result given; & = joins results of further samples. An excerpt (hit frequency here may not be typical).

SMILES | PLAP inhibitors HTS | MRP reversal | MRP reversal cytotoxicity | MRP reversal with doxorubicin | IL1B NFkB pot | IL1B NFkB pot cell count 2 µM | Bcl-B displacement | NFkB transloc inh | NFkB transloc inh cell count 2 µM
Cc1ccc(-c2cc(C(=O)NC3=NCCS3)c3cc(Br)ccc3n2)o1 | -46% | -5 | 76 | 81 | 10 | 101 | 0% | -10 | 101
COc1ccc(C(=O)NCc2ccccc2OC)cc1 | . | 4 | 93 | 88 | 7 | 137 | . | -7 | 137
O=C(CSc1nc(-c2ccccc2)c(-c2ccccc2)[nH]1)NCCN1C(=O)CSC1=O | -50% | -11 | 21 | 33 | -10 | 191 | -7% | 10 | 191
CCNC(=S)NS(=O)(=O)c1ccc(CC)cc1 | 8% | . | . | . | -12 | 126 | 2% | -3 | 102
CCn1c(SCC(=O)Nc2nc(C)cs2)nnc1-c1cccnc1 | -7% | 3 | 101 | 97 | 15 | 194 | 6% | -14 | 194
Cc1ccc(-c2nnc3n2N=C(c2ccccc2Br)CS3)cc1 | 21% | -7 | 57 | 64 | 19 | 182 | 9% | -19 | 182
COCCNC(=O)c1cn(Cc2c(F)cccc2Cl)nn1 | -24% | -13 | 97 | 110 | -9 | 136 | 5% | 9 | 136
COc1ccc(C2(C(=O)N3CCOCC3)CCOCC2)cc1OC | -2% | . | . | . | -15 | 59 | -6% | 15 | 59
Cc1ccc(C(=O)COc2nc(C)cc(C)c2C#N)cc1 | 11% | 3 | 99 | 96 | 5 | 155 | 2% | -5 | 155
CCc1ccc(/C=N/NC(=O)c2cc(-c3ccccc3OC)nc3ccccc23)s1 | -59% | . | . | . | 0 | 167 | -67% | 0 | 167
CCOC(=O)N1CCN(C(=O)CNC(=O)Cc2ccc(Cl)cc2)CC1 | 0% | 0 | 94 | 94 | -7 | 95 | 1% | 6 | 95
C/C(CCc1oc2c(Br)cc(Br)cc2c1-c1ccc(C)o1)=N\O | . | 4 | 80 | 76 | 10 | 110 | . | -10 | 110
COc1cc(/C=N/Nc2nc3ccccc3o2)cc(OC)c1O | -129% | 1 | 68 | 68 | 1 | 98 | 4% | -1 | 98
O=C(O)C1CCCCC1C(=O)NCCCn1ccnc1 (centres undefined) | 10% | -14 | 93 | 107 | 4 | 131 | 8% | -4 | 131
CC(C)NC(=O)Cn1nnc(-c2cccc(NC(=O)c3ccccc3F)c2)n1 | 15% | -17 | 60 | 77 | -7 | 147 | 4% | 7 | 147
CCOc1cccc(N2C(=O)CC(N3CCC(C(N)=O)(N4CCCCC4)CC3)C2=O)c1 (centres undefined) | -6% | 16 | 90 | 74 | 7 | 106 | -7% | -7 | 106
O=C(NCCCN1CCN(c2cccc(Cl)c2)CC1)c1nc(-c2ccncc2)no1 | -67% | 37 | 78 | 40 | 14 | 192 | 4% | -14 | 192
COc1cc(S(=O)(=O)N(Cc2ccccn2)Cc2ccccc2Cl)ccc1-n1cnnn1 | . | 4 | 72 | 68 | -13 | 118 | . | 13 | 118
CCCOc1ccc(CC(=O)NNC(=S)Nc2ccccc2)cc1Br | . | 1 | 79 | 79 | -15 | 95 | . | 15 | 95
COC(=O)Cn1c(=O)c2c(nc(Br)n2Cc2ccccc2Cl)n(C)c1=O | -9% | -1 | 75 | 76 | -2 | 112 | 4% | 2 | 112
Cc1cc(/C(=N/O)C(C)(C)NO)ccc1Cl | -9% | -4 | 86 | 90 | . | . | 0% | . | .
Cc1nc(-c2ccc(NC(=O)c3cccs3)cc2)cs1 | 20% | 0 | 71 | 71 | 26 | 125 | 2% | -26 | 125
O=C(CN(c1ccc(F)cc1)S(=O)(=O)c1ccc2c(c1)OCCO2)N1CCOCC1 | -36% | -6 | 98 | 104 | . | . | 4% | . | .
CCc1ccccc1N1CCN(S(=O)(=O)c2ccc(F)c(C)c2)CC1 | -2% | 10 | 74 | 64 | ? | . | -10% | -51 | 131
COc1ccc(C)cc1-n1nnnc1SCC1CCCO1 (centres undefined) | -67% | 10 | 100 | 91 | -3 | 202 | 0% | 3 | 202
O=C(O)CCc1ccc(-c2cccs2)n1CC1CCCO1 (centres undefined) | -55% | 19 | 104 | 85 | -18 | 141 | -2% | 18 | 141
CC1(C)Cc2nc(NCCCO)c(C#N)cc2CO1 | -9% | 5 | 93 | 88 | 2 | 110 | 5% | -2 | 110
CSc1snc(SCC(N)=O)c1C#N | 3% | 12 | 99 | 87 | 19 | 98 | 7% | -19 | 98
Cc1ccc(N2CCN(S(=O)(=O)c3ccc(F)c(C)c3)CC2)c(C)c1 | 0% | -11 | 91 | 102 | -2 | 202 | -10% | 2 | 202
CNC(=O)c1sc(N2N=C3/C(=C/c4ccccc4)CCCC3C2c2ccccc2)nc1C (centres undefined) | -49% | . | . | . | 7 | 160 | -98% | -13 | 152

Entries from the list above with a furan ring, fused or not, in the order listed:
SMILES | PLAP inhibitors HTS | MRP reversal | MRP reversal cytotoxicity | MRP reversal with doxorubicin | IL1B NFkB pot | IL1B NFkB pot cell count 2 µM | Bcl-B displacement | NFkB transloc inh | NFkB transloc inh cell count 2 µM
Cc1ccc(-c2cc(C(=O)NC3=NCCS3)c3cc(Br)ccc3n2)o1 | -46% | -5 | 76 | 81 | 10 | 101 | 0% | -10 | 101
C/C(CCc1oc2c(Br)cc(Br)cc2c1-c1ccc(C)o1)=N\O | . | 4 | 80 | 76 | 10 | 110 | . | -10 | 110

Following part:
SMILES | PLAP inhibitors HTS | MRP reversal | MRP reversal cytotoxicity | MRP reversal with doxorubicin | IL1B NFkB pot | IL1B NFkB pot cell count 2 µM | Bcl-B displacement | NFkB transloc inh | NFkB transloc inh cell count 2 µM
COc1ccc(-c2oc(/N=C/N3CCCC3)c(C#N)c2-c2ccc(OC)cc2)cc1 | -64% | 10 | 99 | 89 | 6 | 167 | 0% | -6 | 167
O=C1NC(=Nc2cccc(Cl)c2)SC1Cc1cccc(Cl)c1Cl (centres undefined) | -10% | . | . | . | 8 | 154 | -3% | -8 | 154
Cc1c(OCC(F)(F)F)ccnc1CSc1nc2ccccc2[nH]1 | 6% | 7 | 81 | 75 | -4 | 157 | -1% | 4 | 157
O=C(Cn1cnc2ccccc21)Nc1ccc(C(=O)O)cc1 | 21% | . | . | . | 12 | 144 | -2% | -12 | 144
COc1ccccc1N(CC(=O)Nc1ccccc1C(=O)NC(C)C)S(C)(=O)=O | -6% | -18 | 84 | 101 | 8 | 109 | 0% | -8 | 109
O=S(=O)(NCc1ccc(Cl)cc1)c1ccc(Cl)nc1 | 23% | . | . | . | 23 | 138 | 3% | -23 | 138
Cc1cc(Nc2ccccc2F)n2ncnc2n1 | -41% | 2 | 86 | 85 | . | . | -4% | . | .
O=C(Nc1ccc(Cl)cc1-c1nc2ccccc2s1)c1ccco1 | -4% | -3 | 30 | 33 | -7 | 133 | -3% | 7 | 133
CCc1cc2cc3c(cc2nc1SCC(=O)Nc1nccs1)OCO3 | 12% | . | . | . | 6 | 140 | -14% | -6 | 140
COc1ccc(NC(=O)c2ccc(C)cc2Cl)c([N+](=O)[O-])c1 | -10% | . | . | . | -11 | 35 | -6% | 11 | 35
Cc1ccc(CC(=O)N2CCOCC2)cc1 | 5% | -1 | 100 | 101 | 19 | 62 | -9% | -19 | 62
Cc1ccc(C(=O)Nc2ncc3c(n2)CC(c2ccco2)CC3=O)cc1 (centres undefined) | 14% | -2 | 96 | 98 | 4 | 118 | 7% | -4 | 118
Cc1ccccc1NC(=O)c1nc[nH]c1C(=O)NCc1ccccc1 | -42% | -22 | 49 | 70 | 8 | 117 | -10% | -8 | 117
Cc1ccc(SCCNC(=O)c2ccc(C)c(S(=O)(=O)Nc3cccc(C)c3)c2)cc1 | -13% | . | . | . | -3 | 145 | -6% | 3 | 145
C/C(Cl)=C/CSc1nnc2n(N)c(=O)c3ccccc3n12 | -12% | 6 | 80 | 74 | -2 | 185 | 5% | 2 | 185
CN(C)CCCOC(=O)c1ccccc1 | -10% | 3 | 99 | 95 | 5 | 92 | -3% | -5 | 92
O=C(Nc1ccccc1)c1ccc(N2CCN(c3ccccn3)CC2)c(S(=O)(=O)N2CCOCC2)c1 | -108% | -12 | 76 | 89 | 9 | 46 | -9% | -9 | 46
COc1ccc(Nc2cc(C(=O)NCCCN3CCN(C)CC3)c3ccccc3n2)cc1OC | . | 6 | 83 | 76 | 0 | 159 | 1% | 0 | 159
O=C1C2CCC(C(O)C2)N1Cc1ccccc1 (centres undefined) | 3% | 0 | 87 | 87 | 13 | 116 | 0% | -13 | 116
N#Cc1cc2c(=O)n3ccccc3nc2n(CCCn2ccnc2)c1=N | -23% | 11 | 86 | 74 | -10 | 177 | 18% | 10 | 177
CCOC(=O)CN(C(=O)CSc1nnc2c(n1)[nH]c1c(C)cc(C)cc12)c1ccccc1 | 21% | . | . | . | 22 | 173 | 6% | -22 | 173
COc1ccc(NC(=O)c2ccco2)cc1NC(=O)c1cccnc1 | 32% | 0 | 90 | 91 | 23 | 168 | -12% | -23 | 168
Cc1c(C(=O)OC(C)CCN(C)C)oc2ccccc12 (centres undefined) | 18% | -4 | 95 | 99 | -19 | 162 | -4% | 19 | 162
Cc1c(Cl)c(C(F)(F)F)nn1CC(=O)N1CCSCC1 | . | . | . | . | 12 | 150 | . | -12 | 150
CCCC(=O)NCCc1nc2ccccc2n1CCC | -3% | 17 | 102 | 86 | -15 | 44 | -2% | 15 | 44
S=c1nc(C2CC2)[nH]c2ccccc12 | -14% | 6 | 82 | 77 | 26 | 132 | 0% | -26 | 132
O=C(c1ccccc1)N1CCN(C(=O)c2ccccc2)CC1 | . | -10 | 101 | 111 | -8 | 85 | . | 8 | 85
CCOC(=O)C1=C(Cc2ccc(C)cc2)C(=O)c2ccccc2C1=O | 16% | 1 | 2 | 1 | 3 | 202 | 4% | -4 | 202
COc1ccc(Br)cc1C(=O)Nc1ccc(Cc2ccncc2)cc1 | 28% | . | . | . | 3 | 153 | 0% | -3 | 153
CC1CCC(NC(=O)COc2ccccc2C(N)=O)CC1 (centres undefined) | 9% | . | . | . | 0 | 155 | 1% | 0 | 155
Cc1nc(NCC2CCCO2)c2nnn(Cc3ccccc3)c2n1 (centres undefined) | 2% | 12 | 96 | 84 | 11 | 141 | -4% | -11 | 141
CN(C(=O)c1ccccn1)c1nnc(-c2ccncc2)s1 | . | 11 | 102 | 91 | 16 | 162 | . | -16 | 162
C(#Cc1ccccc1)CN1CCN(c2ccccn2)CC1 | -50% | 17 | 106 | 89 | -1 | 116 | 0% | 1 | 116
O=c1c(Cc2ccc(F)cc2)c(O)ccn1Cc1cccc(Cl)c1 | -7% | . | . | . | -7 | 113 | 0% | 7 | 113
COc1ccc2[nH]c(=O)c(CN(C(=O)COc3ccccc3)C(C)C)cc2c1 | -11% | -6 | 78 | 84 | 10 | 70 | -11% | -10 | 70
CCCC(=O)Nc1ccccc1N1CCN(C(=O)c2ccccc2)CC1 | -2% | -2 | 77 | 79 | 32 | 145 | -4% | -32 | 145
CCCCNC(=O)CCc1nc2cccnc2n1Cc1ccc(OC)cc1 | -16% | 20 | 101 | 81 | 5 | 165 | -11% | -5 | 165
COc1ccc(C2=C(CN(C)C)C(c3ccccc3)c3ccccc3O2)cc1 (centres undefined) | -47%&-51% | . | . | . | -4&23 | 102&176 | -1%&2% | 4&-23 | 102&176
CC1CCCN(C(=O)Cn2cnc3c2c(=O)n(C)c(=O)n3C)C1 (centres undefined) | 0% | . | . | . | -11 | 163 | 7% | 11 | 163
COc1ccc(S(=O)(=O)Nc2nc3n(n2)C(c2ccc(Cl)cc2)CC(=O)N3)cc1 (centres undefined) | -53% | 22 | 100 | 78 | 15 | 172 | 1% | -15 | 172
